Assay outcomes as filed in PubChem.
NOD2 inhibition: inhibition of NOD2-driven NF-kB reporter – cell-based, luminescence, uHTS, HEK293 (AID 1566); HEK293 NOD2/NF-kB luciferase reporter, luminescence; higher % means a stronger effect; inhibition, % at 4 µM; hits with a dose series show EC50 in µM; 0.63% of 290,000 active; further: many of its hits are not listed in these tables
NOD1 NF-kB reporter: NOD1 signaling inhibitors, primary screen, cell-based, luminescence, uHTS (AID 1578). NOD1-driven NF-kB luciferase reporter cells, luminescence; higher % means a stronger effect. one-dose inhibition, % at 4 µM; EC50 in µM for titrated hits. 1% of 290,000 active; in the data active means inhibition mostly above about 36%, no sharp cut-off; inactive means mostly below about 34%;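 further: HEK-293T reporter cells stimulated with the NOD1 agonist gamma-tri-DAP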
GPR55 antagonists: GPR55 antagonists blocking LPI-driven arrestin recruitment, primary screen, imaging, U2OS, beta-arrestin-GFP, LPI agonist (AID 2013); U2OS GPR55 beta-arrestin-GFP translocation imaging, LPI antagonism; higher % means a stronger effect; one-dose inhibition, % at 10 µM; IC50 in µM for titrated hits; 0.13% of 290,000 active;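 active means spots per cell inhibited over 60%, with over 100 cells counted and total cytoplasm intensity under 500,000; inconclusive means wells with under 100 cells, flagged as likely toxic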;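 further: U2OS cells stably carrying GPR55 and arrestin-GFP stimulated by 5 µM LPI near EC80; imaged beta-arrestin-GFP aggregate spots per cell after agonist stimulation; plate controls were LPI-stimulated DMSO wells for no effect and DMSO wells without LPI for full effect; some results filed as inactive read as strong as hits; confirmed hits need IC50 under 10 µM and bright autofluorescent wells are also inconclusive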
GPR55 activation: selective activators of receptor GPR55 – imaging, U2OS cells, beta-arrestin-GFP redistribution, primary screen (AID 1961); U2OS GPR55 beta-arrestin-GFP redistribution imaging; higher % means a stronger effect; one-dose activation, % at 10 µM; EC50 in µM for titrated hits; 0.048% of 290,000 active;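 active means activation above 40% with more than 50 cells counted in the well; inconclusive means wells holding fewer than 50 cells, flagged as toxic or sparse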;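 further: U2OS osteosarcoma cells stably expressing GPR55 and beta-arrestin-GFP; plate controls were DMSO negative control for no effect and LPI positive control for full effect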
T cell HTS: T cell immune modulators affecting CD8 T cell-vesicle binding; 2C CD8+ T cell-vesicle binding, flow cytometry; stronger effect = lower value; calls only at 7 µM; 0.068% of 330,000 active; AID 2052;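 active means response, share of CD8 T cells binding vesicles, and their 90th percentile fluorescence all below set limits, cut at about 80% in these data, passing the limit was not always enough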
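material = purified 2C TCR transgenic mouse naive CD8+ T cells | controls = Unloaded micro-vesicles (low), QL9 vesicles with 0.7% DMSO (high) | detection = cytometric PE anti-B7-1 and Alexa647 anti-CD8 signals after 1% paraformaldehyde fixation | incubation = binding step 1.5 h, 37 °C, antibody labelling 20 min, ice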
NTR1 agonist: agonists of NTR1, primary screen, imaging, U2OS cells, beta-arrestin-GFP, high content (AID 493036); NTR1-U2OS beta-arrestin-GFP spot imaging, agonist mode; P30989; activation, % at 20 µM; 0.17% of 330,000 active;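 active means activation at or above 40% of the spot to cytoplasm intensity ratio, with at least 20 cells analyzed; inconclusive means wells under 20 cells, flagged as cytotoxic or low count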;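 further: 0% = DMSO without peptide and 100% = 100 nM NTR1 peptide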
Target sequence (P30989 whole entry, looked up): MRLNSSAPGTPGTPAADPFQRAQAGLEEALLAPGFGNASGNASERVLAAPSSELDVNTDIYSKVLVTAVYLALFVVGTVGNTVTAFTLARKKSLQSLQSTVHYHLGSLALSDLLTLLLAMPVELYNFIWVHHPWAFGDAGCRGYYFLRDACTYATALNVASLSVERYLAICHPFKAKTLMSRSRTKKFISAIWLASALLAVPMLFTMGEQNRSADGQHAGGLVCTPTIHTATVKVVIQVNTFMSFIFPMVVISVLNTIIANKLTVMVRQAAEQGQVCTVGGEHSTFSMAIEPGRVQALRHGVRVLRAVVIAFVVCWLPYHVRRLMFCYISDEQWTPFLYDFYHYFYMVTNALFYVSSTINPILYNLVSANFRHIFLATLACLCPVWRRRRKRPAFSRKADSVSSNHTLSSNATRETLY
Myeloid diff MLP: myeloid differentiation induction | ER-HoxA9 myeloid progenitors, lysozyme-GFP differentiation, flow cytometry | calls only at 10 µM | 1% of 360,000 active;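 active means normalized GFP-positive differentiation at or above the plate's own cutoff, the solvent-only control mean plus 3 SD; inconclusive means no clear call, values can overlap the other calls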;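 further: cells exposed to compound for four days before flow analysis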
KOR beta-arrestin-1: kappa opioid receptor blockers – cell-based, luminescence, uHTS (AID 1778) | KOR beta-arrestin recruitment, luminescence, antagonist mode; higher % means a stronger effect | inhibition, % at 10 µM; hits with a dose series show IC50 in µM | 0.091% of 290,000 active; further: strong numbers were not always called active
KOR beta-arrestin-2: kappa opioid receptor activators – cell-based, luminescence, uHTS, primary screen (AID 1777). KOR beta-arrestin recruitment, luminescence; higher % means a stronger effect. activation, % at 10 µM; hits with a dose series show EC50 in µM. 0.02% of 280,000 active; in the data active means activation above about 50%, passing the limit was not always enough; further: a part of the inactive calls stands beside numbers as strong as those of hits
T cell HTS vesicle-bound %: further read-out of T cell HTS, marked with its call; double positive events, %; measured here: CD8+ vesicle-bound cell fraction;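 binding gate set so that unloaded-vesicle control wells show 10% double positive cells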
NTR1 agonist cell count 20 µM: further read-out of NTR1 agonist, marked with its call; cell count; measured here: cell count, cytotoxicity flag
Myeloid diff MLP GFP+ MAC1+ %: further read-out of Myeloid diff MLP, marked with its call; GFP+ MAC1+ double positive, %; measured here: differentiation confirmed by MAC1 staining
The depositor's hits bear a star; i = inactive; ? = inconclusive; nt = no result given; [ ] = remark or other dose. Unless noted, no stated cut-off is given here; in the data, active means inhibition above about 50%; inactive means the rest. The list is partial; the hit share may differ from the screen's.

SMILES	NOD2 inhibition	NOD1 NF-kB reporter	GPR55 antagonists	GPR55 activation	T cell HTS	T cell HTS vesicle-bound %	NTR1 agonist	NTR1 agonist cell count 20 µM	Myeloid diff MLP	Myeloid diff MLP GFP+ MAC1+ %	KOR beta-arrestin-1	KOR beta-arrestin-2
COCCOC(=O)C1=C(C)NC2=C(C(=O)CCC2)C1c1ccc2c(c1)OCO2 (configuration not stated)	9.5%	-23.9%	-5.2%	0.0%	i	69.9	0.8	45	i	6.9	17.3%	-4.5%
Cc1cccc(N2CCN(Cc3cn(C)nc3-c3ccccc3F)CC2)n1	-24.3%	-30.4%	-12.4%	0.2%	i	48.9	-1.8	88	?	nt	-24.6%	-4.0%
Cc1ccc(Cl)cc1NC(=S)N(CCCN1CCOCC1)Cc1ccccn1	14.2%	-10.4%	-2.5%	0.5%	i	43.2	0.5	88	i	0.3	5.8%	-1.0%
COC(OC)c1ccc(C#N)c(SCc2ccc(C)cc2)n1	-8.5%	-7.8%	1.9%	-0.1%	i	28.7	1.0	36	i	0.4	2.1%	-2.4%
COCCCn1c(=O)c2ccccc2n(CC(=O)Nc2ccc3c(c2)OCCO3)c1=O	6.4%	-12.1%	9.2%	0.4%	i	29.8	0.6	50	i	1.5	-12.0%	-2.5%
Cc1ccc(NC(=O)CCc2ccc(C)o2)cc1	-14.5%	-7.2%	-18.5%	-0.1%	i	69.5	2.0	58	i	0.5	-10.4%[20 µM]	nt
O=C(CN(c1cccc([N+](=O)[O-])c1)S(=O)(=O)c1ccccc1)NCc1ccccc1	12.6%	18.3%	12.0%	-0.2%	i	52.7	-0.4	39	i	0.5	6.1%	-0.6%
Cc1ccc(C)c(N2CCN(C(=O)CCC(=O)Nc3nnc(CC(C)C)s3)CC2)c1	9.3%	-23.6%	10.7%	-0.2%	i	33.4	0.1	51	i	1.2	14.7%	-4.1%
COc1cccc(NS(=O)(=O)c2cc(C)sc2C)c1	23.0%	11.0%	-0.5%	-0.1%	i	47.9	-0.7	41	i	1.4	-9.7%	-1.9%
O=[N+]([O-])c1ccccc1/C=N/n1c(C(F)(F)F)n[nH]c1=S	-6.3%	-28.2%	3.0%	-0.2%	i	33.4	0.9	60	i	0.8	-28.8%	2.0%
COc1cc(N2C(=O)CSC2=S)cc(OC)c1OC	13.8%	-14.0%	-0.8%	-0.1%	i	58.3	9.7	69	i	1.1	-25.9%	2.5%
CC(C)CC(=O)OCC(=O)Nc1ccccc1Sc1ccccc1	6.8%	-36.0%	8.0%	-0.2%	i	47.7	2.5	58	i	0.7	-6.4%	7.1%
O=C(O)CCCC(=O)Nc1ccc(N=Nc2ccccc2)cc1	5.0%	-13.6%	5.6%	0.1%	i	59.0	-1.0	81	i	0.0	-29.7%	2.8%
COc1ccc(NC(=S)N(CCCN2CCC(C)CC2)Cc2cccs2)cc1	-17.6%	-2.2%	-7.6%	0.5%	i	42.2	0.7	50	i	0.2	33.5%	-4.2%
Cc1ccccc1Cn1cc(NC(=O)c2noc(C(C)C)c2[N+](=O)[O-])cn1	3.0%	-6.4%	-6.0%	-0.2%	i	31.2	-0.1	63	i	1.7	-15.7%	-2.9%
COCCOC(=O)C1=C(C)NC2=C(C(=O)CC(C)(C)C2)C1c1cccnc1 (configuration not stated)	-8.9%	-17.4%	3.2%	-0.3%	i	30.2	2.0	91	i	2.7	-51.2%	1.9%
Cn1c(-n2c(CCCN3C(=O)c4ccccc4C3=O)nc3ccccc3c2=O)nc2ccccc21	-9.4%	-12.2%	4.8%	-0.3%	i	62.1	2.7	53	i	0.6	-31.1%	-5.4%
Cc1ccccc1/C=N/n1c(COc2ccccc2)n[nH]c1=S	-6.0%	-2.1%	-3.6%	-0.2%	i	37.2	1.8	82	i	0.2	-1.2%	-1.1%
Cc1ccc(C(=O)Oc2cc(C)[nH]c(=O)c2[N+](=O)[O-])cc1	-7.3%	7.8%	3.5%	-0.4%	i	55.3	2.9	97	i	0.3	-18.3%	-1.9%
Cc1cc2ccccn2c1C(=O)c1ccccc1Br	4.6%	-8.1%	-5.5%	-0.3%	i	21.8	2.7	50	i	2.1	-2.5%	-0.8%
O=S(=O)(NCc1cccnc1)c1ccc2c(c1)OCCO2	17.8%	-6.9%	10.3%	0.0%	i	30.0	1.0	43	i	7.3	-11.2%	-5.6%
Cc1ccc(NC(=O)NNC(=O)CN2C(=O)COc3ccccc32)cc1	2.8%	-23.2%	-5.3%	-0.1%	i	52.6	0.5	51	i	1.4	-9.1%	-3.4%
COc1ccc(/C=N/NS(=O)(=O)c2ccc(F)cc2)cc1CN1CCSCC1	17.5%	-12.2%	-6.6%	-0.1%	i	36.3	0.9	63	i	0.6	-17.1%	11.5%
COC(=O)N1C(=O)[C@](c2ccccc2)(C(C)C)N1C(=O)OC	27.4%	22.2%	13.3%	-0.2%	i	8.4	3.4	55	i	1.3	-17.4%[20 µM]	0.3%
C/C(=N\NC(=O)CSc1nc2ccccc2c(=O)n1-c1ccccc1C)c1cccs1	2.8%	-17.9%	3.6%	0.1%	i	36.6	3.3	46	i	0.7	-18.8%	1.4%
Cc1ccc(S(=O)(=O)CC(C)N2CCN(C3CCCCC3)CC2)cc1 (configuration not stated)	-21.1%	-13.4%	15.2%	-0.1%	i	38.9	1.6	87	i	1.2	11.2%	-4.0%
O=C(COc1ccccc1Cl)Nc1ccc2oc(=O)ccc2c1	-3.2%	-23.3%	-18.1%	0.3%	i	24.4	0.0	63	i	0.4	-10.8%	0.6%
COc1cc2nc(CN3C(=O)c4ccccc4C3=O)oc(=O)c2cc1OC	8.0%	4.0%	9.9%	-0.3%	i	19.5	-2.1	36	i	1.1	11.4%	2.4%
O=C(NC1CCCCCC1)c1nnc(Cc2ccc(Cl)cc2)o1	12.4%	-20.2%	2.1%	-0.2%	i	18.8	0.9	52	i	1.4	12.0%	-1.6%
Clc1ccc(Cn2cc(/C=N/n3cnnc3)c3ccccc32)cc1	-25.3%	-16.0%	7.5%	-0.1%	i	47.2	20.4	44	i	1.2	-9.2%	1.9%
C=CCC(NCc1ccccc1)c1ccccc1 (configuration not stated)	-5.0%	-28.4%	-7.3%	-0.2%	i	46.4	0.5	72	i	0.1	-16.3%	-1.2%
Cc1ccc(S(=O)(=O)c2c(N)n(-c3ccccc3)c3nc4ccccc4nc23)cc1	-28.3%	-31.1%	12.1%	-0.5%	i	59.5	2.6	90	i	1.1	39.9%	-2.2%
O=C1C(Nc2ccccc2)=C(N2CCCCC2)C(=O)c2ccccc21	8.9%	8.1%	0.9%	0.3%	i	19.7	-2.6	40	i	0.4	9.5%	11.8%
O=C(NC(=S)Nc1cccc(Cl)c1N1CCCCC1)c1ccc2c(c1)OCCO2	-2.3%	49.0%	43.4%	0.0%	i	8.5	4.4	50	i	1.7	-1.4%	0.7%
CC(=O)c1nn(-c2ccccc2)cc1C(=O)c1ccc(Br)cc1	0.9%	-40.1%	0.5%	0.0%	i	55.6	-1.0	93	i	1.3	20.2%	4.9%
CCOc1ccccc1C(=O)NC(C)c1ccc(-n2ccnc2)cc1 (configuration not stated)	10.5%	-19.8%	10.3%	-0.1%	i	18.8	-0.7	55	i	0.6	-5.8%	-0.4%
COC(=O)c1ccc(NC(=O)CN2C(=O)CSC2=O)cc1	-0.2%	2.5%	-0.1%	-0.1%	i	28.4	-1.7	77	i	1.1	4.1%	11.9%
Cc1cc(OCCCn2ccnc2)cc(C)c1Cl	22.6%	7.6%	-2.3%	0.7%	i	50.3	-2.4	54	i	4.8	-2.2%	-4.4%
O=C(c1ccccc1O)N1CCOCC1	7.4%	-4.7%	1.1%	0.2%	i	27.7	-1.0	50	i	1.0	-9.6%	-0.7%
O=S(=O)(c1ccc(-c2nnc(SCc3ccccc3)o2)cc1)N1CCCC1	10.0%	9.0%	13.8%	0.2%	i	55.8	5.5	83	i	0.7	29.2%	4.8%
Cn1c(=O)c2ccccc2n(CC(=O)NC2CCCC2)c1=O	-8.1%	-15.0%	9.5%	-0.2%	i	29.2	-0.7	48	i	1.6	-40.1%	0.0%
O=C(CN1C(=O)S/C(=C\c2ccccc2F)C1=O)Nc1ccccc1O	1.7%	-6.5%	10.7%	0.0%	i	45.2	0.4	104	i	0.9	13.4%	-2.2%
COc1ccc(/C=C/C(=O)OCC(=O)NCc2ccco2)cc1OC	2.4%	-8.0%	-8.1%	0.1%	i	21.1	2.5	54	i	1.7	-1.2%	-1.0%
COc1ccc(-c2nc(CSCC(=O)NC3CCCc4ccccc43)c(C)o2)cc1OC (configuration not stated)	-8.7%	-23.1%	9.5%	-0.1%	i	22.4	1.3	87	i	0.7	2.6%	-6.8%
CC1CCc2sc(C(=O)NC(C)C3CCCO3)cc2C1 (configuration not stated)	-19.9%	-54.6%	-19.8%	0.3%	i	44.8	-0.5	67	i	1.0	-12.0%	6.8%
Cc1ccn(CC(C)C(=O)O)n1 (configuration not stated)	-22.9%	32.3%	3.9%	-0.1%	i	50.1	2.7	75	i	0.5	-16.5%	4.3%
CCOc1ccc(C(C(=O)NC2CCCC2)N(C(=O)c2snc(C(N)=O)c2N)c2cccc(O)c2)cc1 (configuration not stated)	32.7%	31.5%	-5.2%	-0.3%	i	22.9	6.3	46	i	0.3	-13.9%	-4.2%
CCOC(=O)c1ccc(NC(c2ccc(N(C)C)cc2)P(=O)(OC(C)C)OC(C)C)cc1 (configuration not stated)	-8.3%	-11.2%	-1.9%	0.1%	i	47.6	3.4	93	i	0.6	-35.0%	-1.9%
COCCn1c(C)cc(C(=O)CSc2nc3ccccc3c(=O)n2Cc2ccco2)c1C	-115.2%	34.0%	6.3%	0.3%	i	11.5	5.1	39	i	0.9	-10.4%	-0.4%
CCN(CC)CCN1C(=O)C(O)=C(C(=O)c2cccs2)C1c1ccccn1 (configuration not stated)	2.1%	6.6%	-3.9%	0.1%	nt	nt	4.9	55	i	4.8	14.8%	1.0%
Cn1c[n+](C)cc1/C=N/O	7.4%	-0.7%	21.4%	-0.2%	i	22.6	3.1	36	i	0.4	-26.2%	1.9%
CN(CC(=O)NCc1ccc(F)cc1)Cc1ccc(Br)cc1	1.1%	-12.8%	-2.0%	-0.1%	i	25.6	0.0	64	i	0.3	-7.5%	-0.3%
